Screening results (PubChem BioAssay)
697 NFkB inh = lowers PMA/ionomycin-induced NF-kB signal in 697 B cells | 697 B-cell NF-kB luciferase reporter, 16 h | inhibition, % at 4 µM | 330,000 tested, 0.33% active | AID 435022; in the data active = inhibition above about 35%
UPR XBP1 act = activators of adaptive arm of unfolded protein response (XBP1) | CHO-XBP1 luciferase reporter, IRE1-XBP1 UPR activation, luminescence; percent of tunicamycin response, DMSO as zero | activation, % at 20 µM | 330,000 tested, 0.33% active | AID 463104;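 active = versus positive control, 20 µM dose yields 30% or more activation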;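 also: 100% = tunicamycin at 10 µg/mL and 0% = DMSO only wells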
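Material: CHO cell line with stable XBP1 luciferase reporter; buffer or medium: F12 medium containing 10% fetal bovine serum; compound: single point, 20 µM final compound, 1% DMSO; incubation: 6 h treatment, 37 °C; measured by: glow luminescence from Steady-Glo reagent; evaluation: activation, % of tunicamycin; control set: tunicamycin high, DMSO low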
Gli-Sufu antag = antagonists of Gli-Sufu signaling. Sufu-KO-LIGHT fibroblasts, Gli luciferase reporter luminescence. inhibition, % at 5 µM. 340,000 tested, 0.74% active. AID 588413;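 active = inhibition above about 55%, limit read from the data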;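 also: 0% = DMSO-treated cells and 100% = wells with medium but no cells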
EBI2 antag = antagonists of human EBI2 receptor. P32249. EBI2 beta-arrestin recruitment, luminescence, 7a,25-OHC stimulated. inhibition, % at 5 µM. 360,000 tested, 0.81% active. AID 651636; in the data active = inhibition above about 38%;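 also: enzyme fragment complementation signal reports receptor beta-arrestin coupling in cells; 0% = agonist plus DMSO wells and 100% = wells without agonist; some results beyond the cut were filed as inactive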
Target sequence (P32249 whole entry, looked up, the tested form may be a part): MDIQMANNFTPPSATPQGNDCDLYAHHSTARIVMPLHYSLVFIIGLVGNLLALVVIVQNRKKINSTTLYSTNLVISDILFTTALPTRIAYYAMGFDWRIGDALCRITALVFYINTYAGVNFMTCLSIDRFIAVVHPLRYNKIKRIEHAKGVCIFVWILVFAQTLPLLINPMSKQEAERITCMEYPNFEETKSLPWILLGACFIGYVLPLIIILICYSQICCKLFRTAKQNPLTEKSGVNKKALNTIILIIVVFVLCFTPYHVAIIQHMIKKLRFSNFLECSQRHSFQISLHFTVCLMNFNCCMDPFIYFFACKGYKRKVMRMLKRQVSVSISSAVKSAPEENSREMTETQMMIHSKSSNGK
Mdm2 MdmX PPI = disrupts the human Mdm2-MdmX interaction. SaOS-2 split-luciferase Mdm2/MdmX complementation, luminescence. inhibition, % at 8 µM. 330,000 tested, 3% active;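 active = inhibition of at least 50% at 8 µM in the primary screen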
CCR6 antagonist = CCR6 (human) receptor antagonism. P51684. CHO-K1 CCR6 PathHunter beta-arrestin, luminescence, CCL20-stimulated. inhibition, % at 20 µM. 340,000 tested, 0.49% active;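 active = compounds whose inhibition of the agonist-driven luminescence signal at 20 µM reaches about 50%, limit read from the data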;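 also: cells stimulated with CCL20 at 14 nM final; plate controls were DMSO with CCL20 for no effect and DMSO without agonist for full effect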
Target sequence (P51684 whole entry, looked up): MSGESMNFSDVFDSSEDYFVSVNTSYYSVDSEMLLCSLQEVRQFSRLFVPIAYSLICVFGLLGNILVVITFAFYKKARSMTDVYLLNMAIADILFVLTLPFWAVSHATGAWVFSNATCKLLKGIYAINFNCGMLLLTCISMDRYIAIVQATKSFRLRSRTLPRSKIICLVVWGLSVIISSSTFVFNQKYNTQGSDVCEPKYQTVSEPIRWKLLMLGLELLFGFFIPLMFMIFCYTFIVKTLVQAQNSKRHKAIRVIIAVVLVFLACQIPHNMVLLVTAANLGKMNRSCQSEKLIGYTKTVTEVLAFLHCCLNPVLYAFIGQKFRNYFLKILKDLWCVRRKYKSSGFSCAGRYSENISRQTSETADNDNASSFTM
CXCR6 inh = blocks human CXCR6 beta-arrestin recruitment | CHO-K1 PathHunter CXCR6 beta-arrestin, luminescence | inhibition, % at 20 µM | 360,000 tested, 0.36% active; in the data active = inhibition above about 34%, passing the limit was not always enough;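 also: antagonist mode with CXCL16 agonist at 10 nM final; 0% = 10 nM CXCL16 with DMSO and 100% = unstimulated wells without agonist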
Target sequence (O00574 whole entry, looked up): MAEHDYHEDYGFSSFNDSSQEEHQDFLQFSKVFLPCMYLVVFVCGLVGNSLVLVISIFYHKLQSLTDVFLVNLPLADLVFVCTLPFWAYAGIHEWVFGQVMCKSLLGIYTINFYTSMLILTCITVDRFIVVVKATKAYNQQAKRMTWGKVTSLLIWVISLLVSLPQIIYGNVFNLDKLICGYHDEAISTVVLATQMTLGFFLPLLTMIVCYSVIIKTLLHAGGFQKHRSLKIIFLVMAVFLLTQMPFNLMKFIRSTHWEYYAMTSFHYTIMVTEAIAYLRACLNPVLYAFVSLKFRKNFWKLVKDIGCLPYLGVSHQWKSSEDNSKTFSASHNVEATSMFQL
UPR CHOP act = activators of apoptotic arm of unfolded protein response (CHOP); CHO-CHOP luciferase reporter, UPR activation, luminescence; percent of tunicamycin response over DMSO baseline; activation, % at 10 µM; 330,000 tested, 0.34% active; AID 449763;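 active = at 10 µM dose, activation of 40% or more, normalized to positive control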;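 also: 100% = tunicamycin at 10 µg/mL and 0% = DMSO alone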
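assay system = CHO CHOP reporter cells | amount = 500 CHO-CHOP cells per well | buffer or medium = F12 with 10% FBS | incubation = 16-18 h cell attachment, then 6 h compound exposure, 37 °C | detection = luminescence read with Steady-Glo | read-out = percent activation relative to tunicamycin control | controls = tunicamycin high control, DMSO low control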
Jurkat NFkB inh = inhibitors of the PMA/ionomycin-induced NF-kB reporter in Jurkat cells | inhibition, % at 4 µM | 330,000 tested, 0.53% active | PMA/ionomycin-induced NF-kB luciferase reporter, luminescence; in the data active = inhibition above about 50%
Numbers without * were called inactive; nt = not tested or not shown.

SMILES | 697 NFkB inh | UPR XBP1 act | Gli-Sufu antag | EBI2 antag | Mdm2 MdmX PPI | CCR6 antagonist | CXCR6 inh | UPR CHOP act | Jurkat NFkB inh
Cc1ccc(C)c(NC(=O)c2cccc(Oc3ccc([N+](=O)[O-])cc3Cl)c2)c1 | -19 | 2 | -11 | 0 | 24 | 16 | 7 | 0.2 | -5
CC1CCN(S(=O)(=O)c2cc(C(=O)N3CCN(c4ncccn4)CC3)ccc2Br)CC1 | -23 | -1 | 4 | -4 | 33 | 1 | -10 | 2.9 | 0
CCc1ccc2[nH]c(=O)c(CN(Cc3ccccc3OC)Cc3nnnn3Cc3ccco3)cc2c1 | -2 | 0 | 1 | -8 | 37 | 12 | 9 | 6.8 | -6
Cc1cccc(NC(=O)CSc2nnc(CNC(=O)c3ccc(S(=O)(=O)N(C)C)cc3)n2-c2cccc(C)c2)c1 | 18 | 0 | 10 | 6 | 2 | 6 | -2 | -1.5 | 6
C=C(C)c1cccc(C(C)(C)NC(=O)NC(c2ccccc2)c2ccc(OC)cc2)c1 (configuration not stated) | -11 | -5 | -4 | 0 | -19 | 13 | 45* | -1.3 | 12
COC(=O)CCCC1=CC2=CC(=O)C(C)(OC(=O)c3ccc(Cl)nc3)C(=O)C2=CO1 (configuration not stated) | 1 | 0 | nt | nt | 10 | nt | nt | 0.9 | 17
Fc1ccccc1CNCc1ccc2c(c1)OCO2 | -85 | -3 | 2 | -6 | 1 | -7 | 4 | 1.8 | -77
COc1ccccc1/C=N/NC(=O)c1cccc(NC(=O)c2ccccc2Cl)c1 | 15 | -1 | -1 | 4 | -27 | -2 | 3 | 1.1 | 13
CCCCC(=O)Nc1ccc(NC(=O)c2ccccc2OC)cn1 | -6 | 1 | -9 | -7 | -20 | 7 | -5 | -0.4 | 6
CSCCC(NC(=O)COc1ccccc1)C(=O)N1CCN(c2ccccc2)CC1 (configuration not stated) | 10 | -2 | 5 | 14 | -28 | 15 | -4 | 2.6 | 12
Cc1ccccc1S(=O)(=O)Cc1ccc(C(=O)NC2CCC(C)CC2)o1 (configuration not stated) | 7 | -7 | -2 | 0 | 17 | 23 | 1 | -1.0 | 10
CCCCCCCCOc1ccc(C(=O)O)cc1 | -10 | 3 | -2 | -4 | 24 | -3 | 1 | -0.3 | -2
COc1ccc(NC(=O)CSc2nnnn2C2CC3C=CC2C3)cc1 (configuration not stated) | 7 | -4 | -12 | 15 | 8 | 18 | 9 | 2.8 | -3
CS(=O)(=O)c1ccc(C(=O)NCC2(N3CCOCC3)CCCCC2)cc1 | 6 | -1 | 9 | -8 | -12 | 13 | 1 | 0.2 | 9
Cc1ccc(S(=O)(=O)c2nc(Nc3ccccc3N3CCOCC3)sc2Cl)cc1 | -16 | 1 | 8 | 26 | -65 | 10 | -10 | -0.7 | -14
COC(=O)c1ccc(C2C(Oc3ccccc3C)C(=O)N2CCc2ccc(OC)c(OC)c2)cc1 (configuration not stated) | 2 | 1 | -3 | 42 | 3 | 20 | 2 | 1.1 | -7
COc1cc(NC(=O)CCn2c(=O)[nH]c3ccsc3c2=O)cc(OC)c1 | -6 | 0 | 5 | -8 | 31 | -18 | -7 | -1.7 | 11
CC1=C(C(=O)Nc2ccccc2C(=O)NCCCOC(C)C)SCCO1 | -4 | -5 | -2 | 8 | -15 | -4 | 0 | 0.7 | -9
Cc1cc(C)c(C(=O)CN2C(=O)NC3(CCCCCC3)C2=O)cc1C | -103 | 0 | -27 | 8 | -46 | -9 | -3 | 3.0 | -57
Cc1cc(=O)[nH]c(SCc2cc(=O)n3nc(C)sc3n2)n1 | 14 | -1 | -3 | 1 | 3 | 0 | -1 | -0.7 | 7
Cn1c(=O)c(C(=O)c2ccccc2)c(O)c2ccccc21 | 9 | -1 | 6 | 0 | 18 | -8 | -4 | -1.5 | 18
O=C(C1CCN(C2CCN(Cc3ccc4c(c3)CCO4)CC2)CC1)N1CCOCC1 | 11 | -3 | 10 | -8 | 6 | 15 | 2 | 0.6 | 5
CC1=CC2=NC(=O)C(c3ccccc3)C(=O)N2C=C1 (configuration not stated) | nt | nt | 1 | -6 | nt | 9 | 3 | nt | nt
O=C(Nc1cccc(S(=O)(=O)NC2=NCCC2)c1)c1ccc(F)cc1 | 2 | 1 | -3 | -2 | 19 | 0 | -6 | -1.2 | -6
CCCCC1=CC2=C(c3ccco3)C(=O)C(C)(OC(=O)c3ccc(OC)cc3)C(=O)C2=CN1Cc1ccccc1 (configuration not stated) | -4 | -2 | 19 | -1 | -15 | 26 | -5 | -0.5 | -11
O=C(CN1c2cccc3cccc(c23)S1(=O)=O)Nc1ccc(F)c(F)c1F | 7 | -3 | -4 | 5 | 15 | 3 | -5 | 0.6 | -6
COc1ccccc1N1CCN(C(=O)c2cc(-c3ccc(F)cc3)on2)CC1 | -5 | 0 | 29 | 57* | -9 | 3 | 7 | 1.2 | 29
Cc1ccc2c(c1)N(CC(=O)NC1CCCCC1C)C(=O)CO2 (configuration not stated) | -6 | -1 | 4 | 2 | -3 | 1 | 6 | 1.3 | -8
COc1cccc(-c2ccc3c(c2)C2CC3CCN2C(C)=O)c1 (configuration not stated) | nt | nt | 2 | -3 | nt | -8 | -1 | nt | nt
O=C(NCC1COc2ccccc2O1)c1cccc(S(=O)(=O)NCc2ccccc2)c1 (configuration not stated) | -9 | -3 | 1 | 9 | 19 | 17 | -23 | 1.1 | 4

Pulled by structure from the list above (4):
SMILES | 697 NFkB inh | UPR XBP1 act | Gli-Sufu antag | EBI2 antag | Mdm2 MdmX PPI | CCR6 antagonist | CXCR6 inh | UPR CHOP act | Jurkat NFkB inh
Cc1ccccc1S(=O)(=O)Cc1ccc(C(=O)NC2CCC(C)CC2)o1 (configuration not stated) | 7 | -7 | -2 | 0 | 17 | 23 | 1 | -1.0 | 10
COc1ccccc1/C=N/NC(=O)c1cccc(NC(=O)c2ccccc2Cl)c1 | 15 | -1 | -1 | 4 | -27 | -2 | 3 | 1.1 | 13
COc1ccccc1N1CCN(C(=O)c2cc(-c3ccc(F)cc3)on2)CC1 | -5 | 0 | 29 | 57* | -9 | 3 | 7 | 1.2 | 29
CCCCCCCCOc1ccc(C(=O)O)cc1 | -10 | 3 | -2 | -4 | 24 | -3 | 1 | -0.3 | -2

More results.
SMILES | 697 NFkB inh | UPR XBP1 act | Gli-Sufu antag | EBI2 antag | Mdm2 MdmX PPI | CCR6 antagonist | CXCR6 inh | UPR CHOP act | Jurkat NFkB inh
CC1CCCC(NC(=O)CC2Nc3ccccc3NC2=O)C1C (configuration not stated) | 19 | -1 | -11 | -7 | 2 | 1 | -6 | 0.9 | 2
O=c1cc(O)n(-c2ccc(F)cc2)c(=S)[nH]1 | -13 | -4 | 14 | -3 | 2 | -5 | 6 | 0.5 | 2
CC1(C)CC(=O)c2cnc3nc4ccccc4n3c2C1 | -5 | 8 | 3 | -11 | -4 | 7 | 2 | 0.4 | 19
COc1cc2ccccc2cc1C(=O)N1CCCC1 | -4 | -4 | 2 | -1 | 7 | 1 | 7 | 0.7 | -3
Clc1ccc2oc(-c3ccccc3)nc2c1 | -81 | -1 | -99 | 9 | 25 | 2 | -36 | 3.2 | -70
Cc1cc(/C=c2/sc3nc4ccccc4n3c2=O)c(C)n1-c1ccccn1 | -75 | -6 | 86* | 36 | 69* | 31 | 13 | -8.8 | 1
O=C(NC1CCS(=O)(=O)C1)N1CCCCC1 (configuration not stated) | -9 | -1 | -8 | 1 | -3 | 0 | -4 | 0.2 | -15
CC(NC(=O)CN1C(=O)NC2(CCc3ccccc32)C1=O)c1ccc2c(c1)OCCO2 (configuration not stated) | 1 | 2 | -8 | -7 | 13 | 2 | -2 | 1.5 | -10
O=C(Cn1cc([N+](=O)[O-])cn1)N1CCc2ccccc21 | -3 | -2 | 8 | -5 | -8 | 7 | 7 | -3.1 | 3
Cc1cc(C)c(NC(=O)CNC(=O)Cc2sc(C)nc2-c2ccc(F)cc2)c(C)c1 | 11 | -1 | 8 | -2 | -11 | -6 | 0 | -0.7 | -2
CC(=O)N/C(=C\c1ccccc1)C(=O)NCc1ccc2c(c1)OCO2 | 6 | -4 | -9 | 1 | 4 | 5 | -3 | -0.5 | 4
CC(C)c1ccc(N(CC(=O)NCc2cccnc2)S(=O)(=O)c2ccccc2)cc1 | -6 | -5 | -31 | 3 | 19 | 18 | 10 | 0.0 | -11
CC1CCCCC12NC(=O)N(CC(=O)NCc1ccc3c(c1)OCO3)C2=O (configuration not stated) | 15 | -3 | -1 | 7 | 33 | 3 | -10 | 2.5 | 5
Cc1ccc(NC(=O)CN(C)C(=O)c2cccc(S(=O)(=O)NCc3cccs3)c2)cc1 | -17 | -3 | -3 | 7 | -10 | -4 | 1 | 1.7 | -4
COC(=O)c1cc(S(=O)(=O)NCCc2ccc(Cl)cc2)c[nH]1 | -19 | -2 | 1 | 3 | 44 | 6 | 2 | -0.3 | 4
NC(=O)c1ccc(NC(=O)Cc2ccc(S(=O)(=O)N3CCCCC3)cc2)cc1 | 20 | -1 | -1 | 4 | -5 | -4 | -7 | -0.3 | 12
O=C(Nc1ccc(F)cc1)N1CCN(c2nc3ccccc3s2)CC1 | -68 | 1 | 0 | 6 | -3 | 8 | -11 | -0.2 | 11
COc1nc(-c2cccs2)cc(-c2ccc(C)cc2)c1C#N | -29 | -1 | 0 | -27 | 52* | 8 | 3 | -0.8 | 57*
Cc1ccc(NC(=O)c2cccc(OCc3c(C)noc3C)c2)cc1S(=O)(=O)Nc1ccccc1Cl | -1 | 1 | 8 | 2 | 18 | -3 | 5 | -2.6 | 9
COc1ccc(NC(=O)CN(C)C(=O)c2ccccc2CCc2ccccc2)cc1 | -18 | -3 | 2 | -8 | 8 | 20 | 4 | -0.6 | -9
CCOc1ccc(NC(=O)c2cc(S(=O)(=O)N3CCOCC3)cn2C)cc1 | -15 | 3 | 4 | -7 | 6 | 19 | -4 | 2.1 | -11
O=C(CCC(=O)c1ccccc1)Nc1ccc(C(=O)O)cc1 | -36 | -3 | 99* | -4 | 7 | -2 | 26 | 0.5 | -16
O=C(CN1CCN(S(=O)(=O)c2ccc(F)cc2)CC1)NC1CC1 | -1 | -4 | 5 | -17 | 23 | -12 | -2 | 0.6 | 4
COc1cccc(NC(=O)CCC2CCN(C(=O)C3CC=CCC3)CC2)c1 (configuration not stated) | -5 | 1 | 33 | 9 | 6 | 16 | 6 | -1.6 | 6
Cc1ccc(S(=O)(=O)N2CCN(C(=O)CSc3ncn[nH]3)CC2)c(C)c1 | -12 | 0 | -6 | -4 | 15 | 6 | -5 | -2.0 | 7
O=C(NCc1ccco1)c1cc2ccc(O)cc2oc1=O | -18 | -6 | -33 | -6 | 29 | -29 | -34 | 4.5 | 9
COc1ccc(C(=O)c2cnc(C(C)C)n2C)cc1 | -29 | -1 | -6 | -1 | 10 | 5 | 1 | 1.5 | -29
CC(C)(C)NC(=O)C(c1ccncc1)N(Cc1ccco1)C(=O)c1ccc(-c2ccccc2)[nH]1 (configuration not stated) | 3 | -3 | -1 | -2 | -1 | 6 | 4 | 2.3 | -14
COc1ccc(OC)c(-n2c(C)nc3cc(C(=O)O)ccc32)c1 | -5 | 0 | 0 | 5 | 23 | -3 | -2 | 0.4 | 11
Cc1cccc(S(=O)(=O)NCCc2cn3ccccc3n2)c1 | 11 | 2 | -2 | -4 | -30 | 6 | 1 | 0.2 | 2
